TSG101-PTAP inh: blocks PTAP/TSG101 interaction to inhibit HIV-1 budding. AID 493005. Fluorescence polarization, FITC-PTAP peptide / Tsg101 binding. Q99816. Potency, µM (highest dose often 115 µM), inactives show at the top dose activity change, negative = inhibition, most hits filed as inhibitors. 340,000 tested, under 10 active; active = well fitted inhibition curve with a large enough effect in the main read-out, with a control signal flat, not every such curve was filed as active; inconclusive = small, poorly fitted or top-dose-only effect, or effect the other way, or a change in a side signal; inactive = no such curve, though single readings can be large or run the other way; also: potency is read from the fitted curve at half-maximal effect; % of control where 0% means no effect
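FP read-out: FITC-PTAP peptide, 50 nM final, binding Tsg101 binding domain, 10 uM final; 20 min, r.t.; 10 mM HEPES pH 7.5, 0.15 M NaCl, 0.01% Tween 20, 3 mM EDTA, 0.1 mM TCEP.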
Mito fusion act: blocks mitochondrial division or promotes mitochondrial fusion | 320,000 compounds, 0.23% hits | AID 485298 | S. cerevisiae fusion-defective mutant growth rescue, CellTiterGlo 48 h | Potency, µM (top dose mostly 46.1 µM), inactives show at the highest dose growth rescue (activation), most hits filed as activators;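 also: potency is read from the fitted curve at half-maximal effect; % of control where 0% means no effect; nearly all actives have a fitted effect of over 45% in size; temperature-sensitive fusion mutants such as fzo1-1 at 37 °C on non-fermentable ethanol glycerol medium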
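Luminescent cell viability in 1536-well qHTS format served as the measure of rescued growth in ts fusion-mutant S. cerevisiae cultured on non-fermentable YPEG for 48 hours at 37C.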
ASM inhibitor: human S-ASM enzyme inhibition; placental ASM, HMU-PC fluorogenic substrate, 60 min; Potency, µM (top dose mostly 57.5 µM), inactives show at the top dose activity change, negative = inhibition, most hits filed as inhibitors; 340,000 compounds, 0.006% hits; P17405; also: potency is read from the fitted curve at half-maximal effect
Target sequence (P17405 47-631 limits assumed): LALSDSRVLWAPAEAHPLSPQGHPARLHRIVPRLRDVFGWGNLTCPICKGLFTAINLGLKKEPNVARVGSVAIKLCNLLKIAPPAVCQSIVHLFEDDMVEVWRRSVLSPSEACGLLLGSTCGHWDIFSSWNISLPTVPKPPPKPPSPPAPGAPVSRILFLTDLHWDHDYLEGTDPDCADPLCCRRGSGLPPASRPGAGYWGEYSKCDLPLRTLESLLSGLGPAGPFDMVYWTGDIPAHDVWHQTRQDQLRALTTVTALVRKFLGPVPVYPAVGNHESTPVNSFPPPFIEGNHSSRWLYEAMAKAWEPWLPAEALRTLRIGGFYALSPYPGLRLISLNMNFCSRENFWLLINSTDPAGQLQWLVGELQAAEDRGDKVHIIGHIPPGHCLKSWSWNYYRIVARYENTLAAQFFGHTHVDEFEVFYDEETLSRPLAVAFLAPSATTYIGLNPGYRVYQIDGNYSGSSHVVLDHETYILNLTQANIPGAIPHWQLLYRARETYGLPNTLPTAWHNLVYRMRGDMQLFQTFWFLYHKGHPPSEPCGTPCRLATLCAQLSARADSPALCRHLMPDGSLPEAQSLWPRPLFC
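Human placenta-derived ASM enzyme was preincubated with compound for 10 minutes at room temperature, then given fluorogenic substrate HMU-PC0 (9 uM final) for 60 minutes at 37 °C; a pH 10 stop preceded fluorescence reading at Ex 386/Em 447 nm.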
Tb PFK inh: inhibitors of T. brucei phosphofructokinase. O15648. T. brucei PFK, ADP-Glo luminescence. Potency, µM (series often up to 57.5 µM), for the others: at the highest dose activity, negative = inhibition, actives largely listed as inhibitors. 330,000 compounds, 0.17% hits. AID 485367;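 also: potency is read from the fitted curve at half-maximal effect; 0% = uninhibited 1x PFK enzyme wells and -100% = no-enzyme wells; nearly all actives have a fitted effect of over 60% in size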
Target sequence (O15648 whole entry, looked up): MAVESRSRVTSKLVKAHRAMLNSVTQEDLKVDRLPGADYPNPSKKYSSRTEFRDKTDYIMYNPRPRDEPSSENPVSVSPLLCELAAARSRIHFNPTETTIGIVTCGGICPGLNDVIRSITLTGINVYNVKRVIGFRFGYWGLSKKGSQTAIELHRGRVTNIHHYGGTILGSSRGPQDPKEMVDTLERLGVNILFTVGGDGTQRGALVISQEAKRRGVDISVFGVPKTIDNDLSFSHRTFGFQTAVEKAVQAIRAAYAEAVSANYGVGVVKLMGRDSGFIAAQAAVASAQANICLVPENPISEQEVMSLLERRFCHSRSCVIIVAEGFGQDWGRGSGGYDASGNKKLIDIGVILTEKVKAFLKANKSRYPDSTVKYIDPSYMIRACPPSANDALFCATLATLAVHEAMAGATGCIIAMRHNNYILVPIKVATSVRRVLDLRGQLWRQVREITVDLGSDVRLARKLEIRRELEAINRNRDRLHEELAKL
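Activity is normalized to no-enzyme wells (full inhibition) and 1.25 nM enzyme wells (no inhibition). Reaction: 0.5 mM F6P, 0.1 mM ATP, 45 min RT, ADP-Glo luminescence; concentration-response curves fitted and classed by quality.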
TCR activator: activates T cell receptor signaling; primary human leukocytes, anti-CD3, IL-2 HTRF, 48 h; 330,000 tested, under 10 active; AID 504894; Potency, µM (top dose mostly 9.22 µM), for the others: at the highest dose activation of IL-2 secretion, hits mostly activators; also: % of control where 0% means no effect
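IL-2 release read by HTRF sandwich (Eu cryptate donor, d2 acceptor, 665 nm emission) after 48 hr exposure of primary human leukocytes to compound together with anti-CD3 beads in the absence of co-stimulatory signals.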
TSHR antagonist: blocks TSH signaling through the human TSH receptor | P16473 | TSHR-expressing cells, TSH-stimulated cAMP HTRF, 2 h; hits give low values | activity change, negative = inhibition, % at 11.5 µM | 330,000 compounds, 0.2% hits | AID 504810;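 active = activity change below a set negative limit, meaning inhibition stronger than a set level, cut at about -70% in these data; inconclusive = activity change between two set negative limits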; also: % is scaled to controls: 0 for no effect and ±100 for the full control effect
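Freshly harvested TSHR cells receive pin-tooled compound, then EC80 TSH at 4nM final. After 2 hours at 37 deg C, antibody in lysis buffer and cAMP-d2 are added; 30 minutes at ambient temperature precede the HTRF read.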
AT treatment: potential ataxia-telangiectasia treatments restoring KAP-1 phosphorylation | […] A-T fibroblasts, KAP-1 phosphorylation AlphaLISA; neocarzinostatin DNA damage 30 min before lysis | Potency, µM (series often up to 57.5 µM), without a hit: top-dose activation, usual class: activators | 320,000 compounds, 0.19% hits | AID 485349; also: potency is read from the fitted curve at half-maximal effect; % of control where 0% means no effect; nearly all actives have a fitted effect of over 45% in size
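hTERT-immortalized A-T patient fibroblasts ([…]), 500 cells/well in OPTI-MEM, 1% FBS, got compounds for 60 min, then NCS for 30 min at 37C. Lysates were then assayed for phospho-KAP-1 by AlphaLISA (anti-pKAP1 donor, anti-KAP1 acceptor beads), 6 hr at 25C.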
ELG1 repair inh: ELG1-dependent DNA repair inhibition; HEK293T ELG1-luciferase reporter, luminescence, 16 h; DNA damage induced by 5-fluorouridine; Potency, µM (top dose mostly 46.1 µM), without a hit: at the top dose activity change, negative = inhibition, actives largely listed as inhibitors; 330,000 compounds, 2.3% hits; also: potency is read from the fitted curve at half-maximal effect; % is scaled to controls: 0 for no effect and ±100 for the full control effect; nearly all actives have a fitted effect of over 55% in size
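Overnight (16 hr) co-exposure of 2,000 cells/well to 5-fluorouridine and compound at 37 °C preceded detection. Luciferase was quantified via ONE-Glo luminescence; loss of signal denotes inhibition.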
Integrin act MD: activates integrin-mediated alleviation for muscular dystrophy | alpha7betagal myoblasts, beta-gal FDG fluorescence, 48 h | 350,000 compounds, 0.064% hits | Potency, µM (highest dose often 38.3 µM), inactives show at the top dose activation, usual class: activators;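 also: potency is read from the fitted curve at half-maximal effect; 100% = response of the positive control SU9516; nearly all actives have a fitted effect of over 60% in size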
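Alpha7betagal+/- myoblasts (passage 13) were plated 16-24 hr, then exposed to compounds (1:260 dilution of DMSO stock) for 48 hours at 37C. After MPER lysis, β-galactosidase reporter activity was read as FDG fluorescence (ex 480/em 540) after 30 minutes.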
Chronic BCR inh: blocks chronic active B-cell receptor signaling | ABC-DLBCL IkBa-CBG/CBR reporter, luminescence ratio, 4 h | Potency, µM (series often up to 46.1 µM), for the others: at the top dose ratio change, negative = lower green/red ratio, usual class: inhibitors | 340,000 compounds, 0.05% hits | AID 493014; active = well fitted inhibition curve with a large enough effect in the signal ratio, with a control signal flat, not every such curve was filed as active; inconclusive = small, poorly fitted or top-dose-only effect, or effect the other way, or a change in a side signal; the % refers to the signal ratio;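 also: potency is read from the fitted curve at half-maximal effect; plate controls were basal doxycycline-induced cells for no effect and cells given 10 µM MG132 for full effect; MG132 reads +100%, hits lower the ratio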
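Cell line TMD8 (human ABC DLBCL), stably expressing tet-inducible CBG68-IkBa fusion and CBR; IMDM/0.5% FBS; cpd up to 46 uM; dox induction, 4 h, 37C/5% CO2; dual luminescence; green/red ratio; MG132 control.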
Eya2 inh: blocks the phosphatase activity of human Eya2. O00167. recombinant Eya2, OMFP fluorescence dephosphorylation (OMFP is methylfluorescein phosphate). Potency, µM (doses to about 76.9 µM), inactives show top-dose activity, negative = inhibition, hits mostly inhibitors. 330,000 compounds, 0.006% hits; also: potency is read from the fitted curve at half-maximal effect; % is scaled to controls: 0 for no effect and ±100 for the full control effect
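Eya2 protein (added as 0.2 uM solution) was preincubated with compound for 10 min at ambient temperature in 50 mM HEPES pH 7.5, 50 mM NaCl, 5 uM MgCl2, 0.05% BSA, 1 mM DTT. OMFP (added at 50 uM) then reacted 10 min; fluorescence read at 485/525 nm.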
An asterisk follows results filed as active; [ ] = another dose, or the depositor's remark. Unless noted, calls follow the shape of the dose curve; as a rule, active = well fitted curve in the direction sought with a large enough effect; inconclusive = small, poorly fitted or top-dose-only effect, or another doubt; inactive = no such curve, though single readings can be large; an effect the other way counts as inactive or inconclusive.

O=C(CNS(=O)(=O)c1cccc2nsnc12)NC1CCCCC1 was read as TSG101-PTAP inh -8%, Mito fusion act 0%, ASM inhibitor 4%, Tb PFK inh 6%, TCR activator 2%, TSHR antagonist 1, AT treatment -2%, ELG1 repair inh 8%, Integrin act MD 19%, Chronic BCR inh 4% and Eya2 inh -9%.
Screening N#Cc1ccc(Cl)cc1NC(=O)CNc1cccc(S(=O)(=O)N2CCCC2)c1 returned TSG101-PTAP inh -4%, Mito fusion act 1%, ASM inhibitor 4%, Tb PFK inh -2%, TCR activator -3%, TSHR antagonist -5, AT treatment 4%, ELG1 repair inh -17%, Integrin act MD -6%, Chronic BCR inh inconclusive and Eya2 inh 4%.
Screening Cc1c(N/C(=N/S(=O)(=O)c2cc([N+](=O)[O-])ccc2Cl)c2ccccc2)c(=O)n(-c2ccccc2)n1C returned TSG101-PTAP inh -9%, Mito fusion act -7%, ASM inhibitor 2%, Tb PFK inh 2%, TCR activator -4%, TSHR antagonist -3, AT treatment -3%, ELG1 repair inh 11%, Integrin act MD 1%, Chronic BCR inh -2% and Eya2 inh -16%.
CCOC(=O)C1(CCOC)CCN(C2C3CC4CC(C3)CC2C4)CC1 (configuration not stated) was read as TSG101-PTAP inh 2%, Mito fusion act 0%, ASM inhibitor -3%, Tb PFK inh 1%, TCR activator 0%, TSHR antagonist 2, AT treatment -7%, ELG1 repair inh 8%, Integrin act MD 6%, Chronic BCR inh 0% and Eya2 inh 3%.
CC(C)c1c(C(=O)N/N=C/c2ccc(C(F)(F)F)cc2)nnn1-c1nonc1N was read as TSG101-PTAP inh -8%, Mito fusion act 3%, ASM inhibitor -24%, Tb PFK inh 0%, TCR activator 0%, TSHR antagonist -2, AT treatment -5%, ELG1 repair inh -30%, Integrin act MD -5%, Chronic BCR inh 20% and Eya2 inh 3%.
For CCOC(=O)C1CCCCN1Cc1cn[nH]c1-c1ccc(F)cc1F (configuration not stated) the results were TSG101-PTAP inh -1%, Mito fusion act -7%, ASM inhibitor 9%, Tb PFK inh 5%, TCR activator -6%, TSHR antagonist -8, AT treatment -4%, ELG1 repair inh 1%, Integrin act MD -16%, Chronic BCR inh -1% and Eya2 inh -12%.
For O=C(CSc1ncnc2sc3c(c12)CCCCC3)NCc1ccco1 the results were TSG101-PTAP inh -2%, Mito fusion act 8%, ASM inhibitor -5%, Tb PFK inh -7%, TCR activator -23%, TSHR antagonist -22, AT treatment 25%, ELG1 repair inh -10%, Integrin act MD -40%, Chronic BCR inh inconclusive and Eya2 inh -17%.
CN(CC(=O)Nc1cccc(F)c1)C(=O)CCc1nc2cc(S(=O)(=O)N3CCOCC3)ccc2n1C was read as TSG101-PTAP inh 1%, Mito fusion act -5%, ASM inhibitor 0%, Tb PFK inh 6%, TCR activator 2%, TSHR antagonist 16, AT treatment 15%, ELG1 repair inh 4%, Integrin act MD -20%, Chronic BCR inh -1% and Eya2 inh 3%.
`O=C(COC(=O)COc1ccc2ccccc2c1)NC1CCCc2ccccc21` (configuration not stated) gave TSG101-PTAP inh 0%, Mito fusion act 0%, ASM inhibitor -2%, Tb PFK inh 0%, TCR activator -3%[46.1 µM], TSHR antagonist -5, AT treatment 15%, ELG1 repair inh 5%, Integrin act MD -6%, Chronic BCR inh 0% and Eya2 inh 0%.
`O=C(CCN1C(=O)/C(=C/c2ccc(F)cc2)SC1=S)NCCCn1ccnc1` gave TSG101-PTAP inh -3%, Mito fusion act -1%, ASM inhibitor -1%, Tb PFK inh 0%, TCR activator -2%, TSHR antagonist -7, AT treatment -4%, ELG1 repair inh -3%, Integrin act MD 15%, Chronic BCR inh inconclusive and Eya2 inh 2%.
For C/C(=N\Nc1ccc([N+](=O)[O-])cc1[N+](=O)[O-])c1ccc(-n2nncc2C(C)(C)C)cc1 the results were TSG101-PTAP inh 0%, Mito fusion act 8%, ASM inhibitor -14%, Tb PFK inh -7%, TCR activator -5%[46.1 µM], TSHR antagonist -1, AT treatment 1%, ELG1 repair inh 10µM*, Integrin act MD 14%, Chronic BCR inh -3% and Eya2 inh 1%.
Screening CNC(=S)NNC(=O)c1sccc1C returned TSG101-PTAP inh -2%, Mito fusion act -8%, ASM inhibitor 6%, Tb PFK inh 3%, TCR activator -5%[46.1 µM], TSHR antagonist 19, AT treatment -4%, ELG1 repair inh 14%, Integrin act MD 8%, Chronic BCR inh inconclusive and Eya2 inh 7%.
For FC(F)(F)c1nc2ccccc2n2c(-c3ccc(Cl)cc3Cl)nnc12 the results were TSG101-PTAP inh -3%, Mito fusion act 1%, ASM inhibitor 1%, Tb PFK inh 0%, TCR activator 0%, TSHR antagonist -12, AT treatment 0%, ELG1 repair inh -2%, Integrin act MD -17%, Chronic BCR inh 25% and Eya2 inh -6%.
`CNC(=O)C12N=CNN=C1N(C)C(=O)N2C` (configuration not stated) gave TSG101-PTAP inh 1%, Mito fusion act -1%, ASM inhibitor 3%, Tb PFK inh 1%, TCR activator -1%, TSHR antagonist -7, AT treatment -2%, ELG1 repair inh 17%, Integrin act MD -34%, Chronic BCR inh inconclusive and Eya2 inh -3%.
Screening CCCc1cc(=O)[nH]c(SCCOc2ccc(Cl)cc2)n1 returned TSG101-PTAP inh -5%, Mito fusion act 5%, ASM inhibitor -1%, Tb PFK inh 0%, TCR activator 5%, TSHR antagonist -8, AT treatment -1%, ELG1 repair inh 0%, Integrin act MD 11%, Chronic BCR inh -1% and Eya2 inh 2%.
For Cc1ccc(CCNC(=O)C2CCCN(S(=O)(=O)c3cnc[nH]3)C2)cc1 (configuration not stated) the results were TSG101-PTAP inh 0%, Mito fusion act 1%, ASM inhibitor -5%, Tb PFK inh 3%, TCR activator -3%, TSHR antagonist -5, AT treatment 8%, ELG1 repair inh 5%, Integrin act MD -3%, Chronic BCR inh -11% and Eya2 inh 6%.
`COC(=O)CCCC1=CC2=CC(=O)C(C)(OC(=O)c3cccs3)C(=O)C2=CN1C1CC1` (configuration not stated) gave TSG101-PTAP inh 1%, Mito fusion act 24%, ASM inhibitor 12%, Tb PFK inh -4%, TCR activator 4%, TSHR antagonist -1, AT treatment -19%, ELG1 repair inh 3%, Integrin act MD 19%, Chronic BCR inh 4% and Eya2 inh 3%.
O=C(Nc1ccc(Cl)cc1)c1cc(-c2cccs2)on1 was read as TSG101-PTAP inh 0%, Mito fusion act -2%, ASM inhibitor 2%, Tb PFK inh 0%, TCR activator -8%, TSHR antagonist -7, AT treatment 4%, ELG1 repair inh 14%, Integrin act MD inconclusive, Chronic BCR inh inconclusive and Eya2 inh 1%.
CCN(CC)CCN(C(=O)c1ccccc1OC)c1nc2ccc(F)cc2s1 was read as TSG101-PTAP inh 1%, Mito fusion act -10%, ASM inhibitor 5%, Tb PFK inh -5%, TCR activator -18%, TSHR antagonist 5, AT treatment -2%, ELG1 repair inh 7%, Integrin act MD -25%, Chronic BCR inh inconclusive and Eya2 inh -8%.
